# Bioassay records from PubChem.
# E coli Lon inh – inhibitors of E. coli Lon protease, primary screen, biochemical, fluorescence polarization; 360,000 compounds, 0.42% hits; purified E. coli Lon protease; inhibition, % at 7.94 µM; in the data active = inhibition above about 13%, passing the limit was not always enough;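 also: 0% = enzyme with probe and DMSO and 100% = no enzyme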
# Rin1-Abl PPI inh – inhibitors of Rin1-Abl protein binding, primary screen, biochemical, TR-FRET. Tyrosine-protein kinase ABL1 (Homo sapiens) + Ras and Rab interactor 1 (Homo sapiens), …. inhibition, % at 7.35 µM. 360,000 compounds, 0.4% hits; in the data active = inhibition above about 5%, passing the limit was not always enough
# Target sequence (P00519 whole entry, looked up): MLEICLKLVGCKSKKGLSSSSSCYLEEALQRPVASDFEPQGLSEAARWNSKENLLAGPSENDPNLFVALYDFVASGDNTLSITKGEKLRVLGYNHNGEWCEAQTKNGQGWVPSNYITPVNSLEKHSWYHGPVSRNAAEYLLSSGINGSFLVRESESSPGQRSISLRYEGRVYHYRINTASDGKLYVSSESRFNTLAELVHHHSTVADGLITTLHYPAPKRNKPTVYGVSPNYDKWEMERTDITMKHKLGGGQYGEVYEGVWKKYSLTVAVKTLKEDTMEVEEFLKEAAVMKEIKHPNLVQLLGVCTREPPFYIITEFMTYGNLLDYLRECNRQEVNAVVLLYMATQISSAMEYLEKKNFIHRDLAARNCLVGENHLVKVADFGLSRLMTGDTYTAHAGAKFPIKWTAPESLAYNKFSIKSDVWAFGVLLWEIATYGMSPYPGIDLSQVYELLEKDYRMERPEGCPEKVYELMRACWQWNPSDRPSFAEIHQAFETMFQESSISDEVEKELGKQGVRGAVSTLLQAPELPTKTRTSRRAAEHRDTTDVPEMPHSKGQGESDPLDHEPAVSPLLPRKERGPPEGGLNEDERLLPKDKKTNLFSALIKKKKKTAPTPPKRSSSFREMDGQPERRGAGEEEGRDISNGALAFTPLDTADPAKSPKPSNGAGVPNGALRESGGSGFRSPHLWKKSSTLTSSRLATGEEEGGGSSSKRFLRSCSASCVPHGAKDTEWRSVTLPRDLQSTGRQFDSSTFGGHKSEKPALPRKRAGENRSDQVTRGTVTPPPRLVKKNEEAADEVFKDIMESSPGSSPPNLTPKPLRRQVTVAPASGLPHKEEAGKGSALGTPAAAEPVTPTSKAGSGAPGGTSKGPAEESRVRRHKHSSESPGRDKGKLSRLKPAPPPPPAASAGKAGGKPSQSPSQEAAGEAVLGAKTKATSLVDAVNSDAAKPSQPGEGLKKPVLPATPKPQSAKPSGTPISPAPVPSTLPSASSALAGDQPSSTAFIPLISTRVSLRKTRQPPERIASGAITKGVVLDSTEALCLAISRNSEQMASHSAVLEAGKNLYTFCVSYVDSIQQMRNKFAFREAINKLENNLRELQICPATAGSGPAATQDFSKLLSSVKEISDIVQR
# Target sequence (Q13671 whole entry, looked up): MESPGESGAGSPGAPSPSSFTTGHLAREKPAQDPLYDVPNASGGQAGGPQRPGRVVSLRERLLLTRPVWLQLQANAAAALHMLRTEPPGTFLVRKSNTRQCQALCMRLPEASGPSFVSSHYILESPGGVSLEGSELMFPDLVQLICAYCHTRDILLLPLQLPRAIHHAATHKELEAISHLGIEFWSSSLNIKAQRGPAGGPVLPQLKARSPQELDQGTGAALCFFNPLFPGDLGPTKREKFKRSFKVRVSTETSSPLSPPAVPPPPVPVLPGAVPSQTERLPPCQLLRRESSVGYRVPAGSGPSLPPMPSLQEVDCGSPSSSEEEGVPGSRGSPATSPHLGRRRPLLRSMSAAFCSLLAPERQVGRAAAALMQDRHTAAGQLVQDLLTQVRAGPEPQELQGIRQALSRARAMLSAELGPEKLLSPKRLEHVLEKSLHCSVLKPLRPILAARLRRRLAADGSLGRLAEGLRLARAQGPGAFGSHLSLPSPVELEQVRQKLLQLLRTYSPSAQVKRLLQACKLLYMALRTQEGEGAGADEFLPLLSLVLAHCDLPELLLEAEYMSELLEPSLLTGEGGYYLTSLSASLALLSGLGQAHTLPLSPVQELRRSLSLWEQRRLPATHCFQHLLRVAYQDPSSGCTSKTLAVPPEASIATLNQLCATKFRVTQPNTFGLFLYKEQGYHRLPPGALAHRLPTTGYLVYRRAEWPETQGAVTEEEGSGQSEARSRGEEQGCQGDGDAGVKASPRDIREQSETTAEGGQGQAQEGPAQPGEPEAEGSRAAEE
# CendR NRP1 mod – modulators of CendR peptide binding to NRP-1, primary screen, biochemical, fluorescence polarization, uHTS; Neuropilin-1 (Homo sapiens), O14786; FAM-RPARPAR peptide binding to NRP-1; inhibition, % at 25 µM; 360,000 compounds, 0.85% hits; AID 602438, 2012;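 active = inhibition or corrected inhibition above about 18%, plus a signal ratio from 0.5 to 1.5, limit read from the data, passing the limit was not always enough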; also: strong numbers were not always called active
# SKN-1 inh – suppressors of acrylamide-induced Pgst-4::GFP reporter in worms, primary screen, SKN-1 inhibitor project, whole organism, uHTS, GFP/RFP fluorescence ratio, strain VP596. C. elegans VP596 Pgst-4::GFP/RFP ratio, 24 h. inhibition, % at 21.8 µM. 360,000 compounds, 0.49% hits;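 active = interference check ratio from 0.5 to 1.5 plus GFP to RFP signal ratio inhibition reaching or exceeding a fixed threshold, cut at about 30% in these data, passing the limit was not always enough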; also: some compounds called inactive have numbers as strong as hits
# MLLE-PAM2 inh – inhibitors of PABP1 MLLE–PAM2 peptide binding, primary screen, biochemical, fluorescence polarization, FITC-PAM2, GST-MLLE; inhibition, % at 20 µM; 360,000 compounds, 0.36% hits; in the data active = inhibition above about 35%, passing the limit was not always enough;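 also: plate controls were DMSO wells with GST-MLLE for no effect and wells lacking GST-MLLE protein for full effect; some results filed as inactive read as strong as hits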
# MsrA act – bovine MsrA enzyme activators, primary screen, biochemical, absorbance, HTS; activation, % at 10.6 µM; Methionine sulfoxide reductase A (Bos taurus); purified bovine MsrA, absorbance read-out; AID 602163, 2012; 360,000 compounds, 0.3% hits; in the data active = activation above about 7.5%;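 also: 0% = vehicle and 100% = reference activator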
# Neddyl block – inhibitors of cullin neddylation, primary screen, biochemical, TR-FRET, uHTS, NAE and Ubc12 | calls only at 25 µM | NEDD8-conjugating enzyme Ubc12 (Homo sapiens) + NEDD8-activating enzyme E1 regulatory … | 360,000 compounds, 0.58% hits; in the data active = inhibition above about 36%
# FAS TE block – FAS thioesterase domain inhibitors, primary screen, biochemical, fluorescence intensity, uHTS | 360,000 compounds, 0.67% hits | recombinant FAS-TE, OMFH fluorogenic substrate, fluorescence endpoint | inhibition, % at 15 µM;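 active = compounds whose normalised, plate-corrected inhibition of enzyme fluorescence in the single-dose primary screen is 50% or more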;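 also: 0% = DMSO with enzyme and 100% = substrate without enzyme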
# MT1-MMP act inh – blockers of MT1-MMP proenzyme processing, primary screen, HT1080 RFP-PRO-GFP cells, GFP/RFP fluorescence; 360,000 compounds, 0.061% hits; AID 651647, 2012; Matrix metalloproteinase-14 (Homo sapiens), P50281; GFP/RFP ratio change, % at 20 µM; GFP/RFP ratio fluorescence, overnight; percent of plate control window, DMSO zero;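 active = GFP/RFP ratio change of at least 30% with cell ATP level not reduced by more than half and red fluorescence within 50% of control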; also: strong numbers were not always called active
#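 Material – HT1080 RFP-PRO-GFP cells · Control set – DMSO wells and RFP-L50D-GFP cells · Incubation – overnight cell settling, then overnight compound exposure, 37 °C, 5% CO2 · Compound dosing – single-point 20 µM compound, 1% DMSO · Read-out – GFP/RFP fluorescence ratio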
# * hit, by the source's call; i = inactive; · = no result given; + = active, no number; & = joins results of further samples.
SMILES,E coli Lon inh,Rin1-Abl PPI inh,CendR NRP1 mod,SKN-1 inh,MLLE-PAM2 inh,MsrA act,Neddyl block,FAS TE block,MT1-MMP act inh
O=C(O)CCc1ccc(S(=O)(=O)Nc2ccccc2N2CCCCC2)cc1,-12,-1,8,19,2,-4,i,-4,0
Cc1ccc([C@@H]2CC(=O)[C@@H]3CN(S(=O)(=O)c4ccc(C)cc4)[C@H](c4ccccc4F)C[C@@H]3N2S(=O)(=O)c2ccc(Cl)cc2)cc1,-2,3,1,14,-14,-3,i,12,-5
COc1ccc(OCCn2c(C)nc3ccccc32)cc1,-5,-1,0,12,11,-8,i,-6,6
Cn1c(=O)c(-c2ccccc2)nc2ccccc21,1,-5,-2,12,-6,-1,+,-4,1
CCOC(=O)N(C)c1c(CC)nc2c(OCc3ccccc3C)cccn12,-6,4,1,4,7,4,i,2,-7
Cc1ccccc1CN(C)CCS(=O)(=O)c1cc(Cl)ccc1Cl,1,-4,16,-7,-9,-3,i,21,-1
COc1ccc(-n2c3c(cc(C(=O)N4CCN(CCO)CC4)c2=O)C(=O)CC(C)(C)C3)cc1,6,0,-18,10,-3,-2,i,-9,4
Cc1ccc(N=Cc2nc(/C=C/c3cccc([N+](=O)[O-])c3)oc2O)cc1,-22,0,-26,12,-19,-1,i,-8,-95
CC1CN(c2ccnc3cc(Cl)ccc23)CC(C)O1 (centres undefined),6,-4,6,-4,5,-4,i,4,3
CC(=O)c1ccc(Nc2nc(C(N)CCc3ccccc3)cs2)cc1 (centres undefined),-9,-5,-9,23,-17,-1,·,-1,-7
O=C(Nc1ccccc1)OCCOc1cccc(Br)c1,0,3,4,15,-11,3,i,32,1
CC(C)NS(=O)(=O)c1ccc(CCC(=O)NCc2ccco2)cc1,-6,4,-12,0,-1,-3,i,-7,1
Cc1nn(-c2ccccc2Cl)c(Cl)c1/C=N/Nc1cccc(C(=O)O)c1,-13,0,-13,7,-9,-3,i,32,2
O=C(Cn1c(-c2ccccc2)noc1=O)Nc1ccc(S(=O)(=O)N2CCOCC2)cc1,8,-3,8,14,-4,-3,i,1,-1
O=C1C2C3C=CC(C3)C2C(=O)N1CN(Cc1ccccc1)CN1C(=O)C2C3C=CC(C3)C2C1=O (centres undefined),0,-1,-2,6,-11,-13,i,-5,0
O=C(O)CCCCCN1C(=O)/C(=C\c2ccc(-c3ccc(Cl)cc3)o2)SC1=S,-9,-3,-189,-12,-125,-7,i,-7,-87
COc1ccc(N(CC(=O)Nc2c(C)n(C)n(-c3ccccc3)c2=O)S(=O)(=O)c2ccc(C)cc2)cc1,-4,1,-5,-3,14,-8,i,0,3
COCCNC(=O)C(c1ccc(F)cc1)N(C(=O)CCC(=O)Nc1nccs1)c1cccc(C)c1 (centres undefined),1,2,5,-5,-6,-5,i,1,-7
COc1ccc(/C=N\NC(=O)c2ccccc2)cc1COc1ccccc1,-7,-2,5,3,-12,-4,i,10,3
O=C(CSc1nc2cc(Cl)ccc2s1)N1CCCc2ccccc21,5,3,-3,2,6,-6,i,33,-3
O=C(c1cccc(OC2CCN(C3CCCC3)CC2)c1)N1CCCCCCC1,7,-1,-5,4,-4,-2,i,-5,1
O=C(O)CN(c1ccccc1[N+](=O)[O-])S(=O)(=O)c1ccccc1,-9,5,13,-4,24,-9,i,-6,-1
Cc1ccc(S(=O)(=O)N2CCOCC2)cc1NC(=O)CNCc1ccccn1,-4,-5,-11,-10,5,-3,i,-7,7
O=[N+]([O-])c1cc([N+](=O)[O-])c(Oc2cccnc2Br)cc1NN1CCCCC1,9,3,2,1,-1,-4,i,19,2
CC(=O)NC1N=C(C)N(c2ccccc2)C1=O (centres undefined),-9,-2,-9,-27,-1,-9,i,-10,-8
Cc1ccc(-n2nc3c4c(cccc4c2=O)-c2ccccc2-3)cc1,5,-7,-10,-19,8,-4,·,5,-2
CCOc1ccc(NC2=NCCC(=O)N2Cc2cccs2)cc1,-19,3,-1,-1,9,0,i,-4,2
CCC(=O)OCC(=O)N=c1sccn1Cc1ccccc1Cl,-6,-3,26*,11,-14,3,i,-4,3
Cc1cccc(N2CCN(c3ccc(N4C(=O)CCCC4=O)cc3[N+](=O)[O-])CC2)c1C,-8,-5,4,-5,0,-2,i,-7,5
CC(=O)Nc1ccc(NC(=O)COC(=O)c2ccc(C)s2)cc1,-2,0,-11,6,-23,-12,i,-11,1
CC(=O)c1cc(C(=O)Nc2ccccc2C(=O)O)oc1C,-8,-5,2,-36,-1,-11,i,-5,3
COc1ccc(C(=O)NC2CCN(Cc3ccccc3)C2)cc1S(=O)(=O)N1CCOCC1 (centres undefined),-5,1,-12,3,-17,-1,i,-3,-2
O=C(NCCS(=O)(=O)N1CCN(c2ccccc2)CC1)C12CC3CC(CC(C3)C1)C2,2,-1,4,-1,-7,0,i,9,-3
COc1cc(CNn2c(C)n[nH]c2=S)cc(Cl)c1OCc1ccccc1,-15,0,12,12,-19,3,i,2,-3
O=C(Oc1nsnc1N1CCOCC1)N1CCCCC1,-7,1,7,4,0,-2,i,-8,3
CC(C)(C)c1ccc(C(=O)NNc2cc(N3CCOCC3)nc(N3CCOCC3)n2)cc1,-5,0,-4,4,8,-1,i,15,0
CN1CCC(CNC(=O)Nc2csc3ccccc23)CC1,-8,0,1,-1,30,0,i,-6,-4
c1ccc2c(c1)Oc1cccc3cccc-2c13,4,2,-5,23,-1,-3,·,23,4
CCOC(=O)C1=NN(c2ccccc2C)C2=NC(C)=C(C(=O)OC)C(c3cccs3)N12 (centres undefined),1,-5,6,-4,-6,-3,i,8,3
COc1ccc(S(=O)(=O)N2CCC(C(=O)N[C@H](C(=O)NCc3ccco3)C(C)C)CC2)cc1,3,0,14,0,8,-9,i,-4,1
Cc1ccccc1NC(=O)c1ccc(C)c(S(=O)(=O)Nc2ccccn2)c1,-9,5,3,-7,-6,-2,i,-7,0
Cc1ccccc1N(C(=O)c1snc(C(N)=O)c1N)C(C(=O)NCC1CCCO1)c1ccc(F)cc1 (centres undefined),2,0,7,-12,8,7,·,2,-8
COc1ccc(CCN(C)C(=O)C2CCCN(Cc3ccc(OC)c(OC)c3)C2)cc1OC (centres undefined),8&-1,1&3,-1&8,0&6,-6&-13,-3&-2,i,-5&0,2&-2
COc1ccc(NC(=O)c2cc3c(=O)n(C)c4ccccc4c3n2C)cc1OC,-6,0,1,4,-5,0,·,-2,5
O=[N+]([O-])c1ccc(C(O)C[n+]2ccccc2)cc1 (centres undefined),1,3,18,4,-94,-6,i,-4,0
CC(C)(C)OC(=O)NCCCC[C@@H](C(=O)N1CCN(C(=O)OC(C)(C)C)CC1)n1cc(CCC(=O)O)nn1,-11,-2,-9,-1,20,-1,i,-5,2
CC1(C)CCC(=O)N2CC[C@H]3C[C@H](OC(=O)Nc4ccccc4)C[C@@H]1[C@H]32,-8,1,0,10,-5,-1,i,-9,1
COC(=O)c1ccccc1NC(=O)CN(C)S(=O)(=O)c1ccc(OC)c(C)c1,-1,5,0,0,-3,-11,i,9,-9
CC(C)CC(=O)N1CCN(CC2CC=CCC2)CC1 (centres undefined),-9,-1,-10,6,-3,-1,i,-6,-1
COc1cc(C(=O)OCC(=O)N2CCN(S(=O)(=O)c3ccc(C)cc3C)CC2)c([N+](=O)[O-])cc1OC,3,-1,-12,5,-1,-3,i,38,0

# Sorted by molecular weight (high to low): part of the list above
SMILES,E coli Lon inh,Rin1-Abl PPI inh,CendR NRP1 mod,SKN-1 inh,MLLE-PAM2 inh,MsrA act,Neddyl block,FAS TE block,MT1-MMP act inh
Cc1ccccc1N(C(=O)c1snc(C(N)=O)c1N)C(C(=O)NCC1CCCO1)c1ccc(F)cc1 (centres undefined),2,0,7,-12,8,7,·,2,-8
Cc1ccccc1NC(=O)c1ccc(C)c(S(=O)(=O)Nc2ccccn2)c1,-9,5,3,-7,-6,-2,i,-7,0
CC1(C)CCC(=O)N2CC[C@H]3C[C@H](OC(=O)Nc4ccccc4)C[C@@H]1[C@H]32,-8,1,0,10,-5,-1,i,-9,1
O=[N+]([O-])c1ccc(C(O)C[n+]2ccccc2)cc1 (centres undefined),1,3,18,4,-94,-6,i,-4,0

# The results go on:
SMILES,E coli Lon inh,Rin1-Abl PPI inh,CendR NRP1 mod,SKN-1 inh,MLLE-PAM2 inh,MsrA act,Neddyl block,FAS TE block,MT1-MMP act inh
CCOC(=O)C1CCN(C(=O)C(C)Oc2ccc(C(=O)c3ccccc3)cc2)CC1 (centres undefined),-2,4,9,11,4,-1,i,-1,3
COCCC(=O)N1CCC(Oc2ccc(C(=O)N3CCC(N(C)C)C3)cc2)CC1 (centres undefined),-7,5,11,8,-13,1,i,-6,-1
O=C1CN(C(=O)COC(=O)[C@@H]2CCCN2S(=O)(=O)c2ccc(Cl)cc2)c2ccccc2N1,-4,4,4,1,-7,-6,i,1,-3
O=C(NN=C1CCCC1)C1COc2ccccc2O1 (centres undefined),-4,0,-6,-5,1,-2,i,-4,8
O=C(NC(=S)Nc1cccc(-c2ccc(CO)o2)c1)c1cccs1,-3,-3,7,-6,29,4,i,4,1
COc1ccc(C(=O)N/N=C(\C)CC(=O)Nc2cccc(C(F)(F)F)c2)cc1,5,-2,8,-4,-7,-3,i,-1,-2
COCC(O)CSc1nc(C)[nH]c1[N+](=O)[O-] (centres undefined),-7,0,-1,5,0,-4,i,-9,2
COc1ccccc1NC(=O)Nc1ccc(C(=O)N2CCCCC2)cc1,-1,1,-14,2,13,-2,i,-1,1
N#Cc1c2n(c(=S)n(-c3ccc(F)cc3)c1=O)CCCCC2,-5,-2,-4,-4,29,-10,i,-6,0
O=C(Nc1ccc(Nc2ccccc2)cc1)c1ccc(F)cc1,-11,0,-1,14,1,-2,i,15,5
O=C(CC1Oc2ccccc2NC1=O)NCc1ccccc1 (centres undefined),-2,0,-2,11,2,0,i,0,-1
CCCOP(=O)(c1ccc(N(C)C)cc1)C(O)c1ccccc1OC (centres undefined),4,-5,-6,-1,7,-1,i,-8,6
CCOc1cc(/C=C2\N=C(SCC)SC2=O)cc([N+](=O)[O-])c1OC(C)=O,-6,1,14,3,28,-4,i,2,-2
Cc1cc(=O)n2nc(N3CCCC(C(=O)NCc4cccc(Cl)c4)C3)sc2n1 (centres undefined),-6,0,3,-10,-2,-10,i,-1,1
CCOC(=O)C1CCN(CCC(=O)Nc2ccc(Br)c(C)c2)CC1,-5,3,1,-8,-3,-4,i,1,-5
CC(NS(=O)(=O)c1ccccc1)C(=O)Nc1nccs1 (centres undefined),-9,0,-6,-2,12,-1,i,-4,-5
Cc1onc(-c2ccccc2)c1C(=O)Nc1ccc(S(=O)(=O)N2CCOCC2)cc1,2,-1,-6,14,-6,-3,i,7,1
CC(=O)NC1CCN(C(=O)N2CCCC2)CC1,-5,2,-3,14,-3,-1,i,-2,1
Cc1ccccc1OCCC(=O)NNC(=O)COc1cccc(F)c1,4,1,-3,1,-6,-5,i,-10,4
COc1ccccc1CNC(=O)CCC1N=C2c3ccccc3N=C(SCC(=O)NCC3CCCO3)N2C1=O (centres undefined),2,-1,-2,12,-29,-3,i,-7,-2
Cc1ccc(NC2CCCN(C(=O)c3cccc4nccnc34)C2)cc1C (centres undefined),-5,-4,-6,7,-1,-1,i,-1,-2
